# Sm TGR block: qHTS Assay for the Inhibitors of Schistosoma Mansoni Peroxiredoxins; actives 3% (n = 360,000); Schistosoma mansoni thioredoxin glutathione reductase (TGR), Q962Y6; purified TGR, DTNB reduction, TNB absorbance 405 nm; Potency, µM (highest dose often 114 µM), for the others: at the top dose activity change, negative = inhibition, most hits filed as inhibitors; note: nearly all actives have a fitted effect of over 60% in size
#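 Kinetic colorimetric format: TGR-catalysed, NADPH-driven DTNB reduction monitored via TNB absorbance. Enzyme dispensed at 20 nM; compound exposure 15 min at room temperature before reaction start.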
# Tb PYK inh: qHTS of Trypanosoma Brucei Inhibitors. pyruvate kinase (Trypanosoma brucei), Q57TT1. TbPYK enzyme, Kinase-Glo Plus ATP luminescence, 45 min. Potency, µM (top dose mostly 76.8 µM), inactives show at the top dose activity, negative = inhibition, actives largely listed as inhibitors. actives 0.12% (n = 410,000); note: nearly all actives have a fitted effect of over 50% in size
#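 Luminescence from Kinase-Glo Plus, added after a 45-minute room-temperature reaction, served as the end-point read-out. The enzyme and substrate were preincubated with compound before ADP (130 uM final) initiated turnover. Concentration-effect curves came from normalized qHTS data.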
# LmPK inhibitor: qHTS Assay for Inhibitors of Leishmania Mexicana Pyruvate Kinase (LmPK); Q27686; purified LmPK, Kinase-Glo ATP luminescence, 1 h; Potency, µM (series often up to 57.5 µM), for inactives: at the highest dose activity change, negative = inhibition, hits mostly inhibitors; actives 0.37% (n = 290,000)
# Target sequence (Q27686 whole entry, looked up): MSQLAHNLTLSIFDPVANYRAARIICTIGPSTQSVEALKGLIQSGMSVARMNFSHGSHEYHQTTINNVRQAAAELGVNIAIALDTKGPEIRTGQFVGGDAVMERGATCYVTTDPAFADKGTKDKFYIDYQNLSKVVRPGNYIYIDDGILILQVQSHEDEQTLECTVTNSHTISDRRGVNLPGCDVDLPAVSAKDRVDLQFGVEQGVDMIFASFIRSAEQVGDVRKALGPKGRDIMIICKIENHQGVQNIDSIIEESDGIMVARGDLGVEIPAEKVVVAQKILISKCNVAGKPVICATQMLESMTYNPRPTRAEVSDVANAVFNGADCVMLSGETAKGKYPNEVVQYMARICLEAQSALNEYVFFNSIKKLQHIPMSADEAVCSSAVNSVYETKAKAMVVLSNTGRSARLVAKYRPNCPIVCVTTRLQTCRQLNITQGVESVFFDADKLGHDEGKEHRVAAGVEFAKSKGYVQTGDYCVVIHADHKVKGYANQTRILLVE
#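 Purified LmPK (0.1 nM) with 0.5 mM PEP and 0.1 mM ADP in imidazole buffer pH 7.2 with MgCl2/KCl, 1 h at room temperature. ATP formed was read by luciferase luminescence and normalized to no-enzyme and uninhibited controls.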
# HCV inhibitor: qHTS Assay for Inhibitors of Hepatitis C Virus (HCV). AID 651820, 2012. Huh7.5.1 HCVcc-Cre infection, luciferase reporter, 44 h. actives 3.4% (n = 340,000). Potency, µM (doses to about 41.8 µM), without a hit: top-dose activity change, negative = inhibition, actives largely listed as inhibitors
#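 Cells (1,000/well) were plated 4 h before compound, then infected with HCVcc-Cre virus (~0.5 moi). After 44 h further culture, infection was read as luciferase luminescence following a 15 min substrate incubation at room temperature.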
# Pf growth 96h: Primary qHTS for delayed death inhibitors of the malarial parasite plastid, 96 hour incubation | P. falciparum luciferase reporter growth, 96 h | Potency, µM (series often up to 28.7 µM), for inactives: at the top dose activity change, negative = inhibition, hits mostly inhibitors | actives 6.9% (n = 320,000) | AID 504834, 2011
#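 Compounds incubated with erythrocytes infected by luciferase-expressing P. falciparum (2% hematocrit, 0.05% parasitemia final) for 96 hours, 37 C in 5% CO2. Growth inhibition scored as decreased luciferase luminescence.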
# Pf growth 48h: Primary qHTS for delayed death inhibitors of the malarial parasite plastid, 48 hour incubation; P. falciparum luciferase growth in erythrocytes, 48 h; Potency, µM (highest dose often 28.7 µM), for inactives: at the highest dose activity change, negative = inhibition, hits mostly inhibitors; AID 504832, 2011; actives 5.9% (n = 310,000)
#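 Luminescence readout; reporter = integrated firefly luciferase in P. falciparum. RBC culture at 2% hematocrit, 0.1% parasitemia final, 37 C/5% CO2; decreased signal taken as growth inhibition.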
# Active calls of the source: *; ? = inconclusive; . = no result given; & = joins results of further samples; [ ] = another dose, or the depositor's remark. Calls come from the whole dose curve; as a rule, active = well fitted curve in the direction sought with a large enough effect; inconclusive = small, poorly fitted or top-dose-only effect, or another doubt; inactive = no such curve, though single readings can be large; an effect the other way counts as inactive or inconclusive. % is set by controls: 0 for no effect and ±100 for the full control effect; potency is the fitted concentration of half-maximal effect.
smiles | Sm TGR block | Tb PYK inh | LmPK inhibitor | HCV inhibitor | Pf growth 96h | Pf growth 48h
COc1ccccc1C(=O)Nc1nnc(-c2ccc3c(c2)CCCC3)o1 | 10% | 5% | -1% | -8% | 24% | .
Cn1c(=O)c2cc(S(=O)(=O)NCCC(=O)Nc3ccccc3F)ccc2n(C)c1=O | -1% | 8% | 1% | -5% | 4% | -4%
CCOC(=O)c1c(S(=O)(=O)NCC2CCN(CCc3cccs3)CC2)c(C)n(C)c1C | -17% | 1% | 5% | -7% | ? | -11%
COc1ccc(C(CNCC(O)COc2c(C)ccc(C)c2C)N(C)C)cc1 (stereo unspecified) | -12% | 42% | -5% | -24% | ? | .
O=C(CCN1C(=O)c2ccccc2C1=O)Nc1ccc(F)cc1 | 4% | 2% | 0% | ? | ? | 23%
COc1ccccc1NC(=O)CC1Nc2ccccc2NC1=O (stereo unspecified) | -32% | -4% | -2% | 10µM* | . | 3.7µM*
C/C(=N/NC(=O)CNC(=O)COc1ccccc1)c1ccc(Cl)cc1 | -2% | 4% | 3% | -6% | 27% | 19%
Cc1onc(-c2ccccc2)c1C(=O)NC(CC(=O)O)c1ccc(OC(C)C)cc1 (stereo unspecified) | -26% | -1% | -2% | 9% | ? | 10%
O=C(O)CC/C(=C\c1cccc(NC(=O)c2ccccc2Cl)c1)c1nc2ccccc2s1 | 1% | -16% | 0% | -19% | -14% | 0%
Cn1nccc1NC(=O)COCC(=O)O | -9% | -3% | 1% | 15% | 0% | ?
Cc1cc(=O)oc(C)c1C(=O)OCC(=O)c1ccc(Br)cc1 | -4% | 2% | 1% | -14% | ? | -20%
O=[N+]([O-])c1ccccc1S(=O)(=O)N1CCCc2ccccc21 | -23% | -16% | -1% | -9% | ? | 26%

# Whole records from above:
# C/C(=N/NC(=O)CNC(=O)COc1ccccc1)c1ccc(Cl)cc1 is entered as Sm TGR block = -2%; Tb PYK inh = 4%; LmPK inhibitor = 3%; HCV inhibitor = -6%; Pf growth 96h = 27%; Pf growth 48h = 19%
# O=C(CCN1C(=O)c2ccccc2C1=O)Nc1ccc(F)cc1 is entered as Sm TGR block = 4%; Tb PYK inh = 2%; LmPK inhibitor = 0%; HCV inhibitor = ?; Pf growth 96h = ?; Pf growth 48h = 23%

# Returning to the listing, repeating the two entries before the break.
smiles | Sm TGR block | Tb PYK inh | LmPK inhibitor | HCV inhibitor | Pf growth 96h | Pf growth 48h
Cc1cc(=O)oc(C)c1C(=O)OCC(=O)c1ccc(Br)cc1 | -4% | 2% | 1% | -14% | ? | -20%
O=[N+]([O-])c1ccccc1S(=O)(=O)N1CCCc2ccccc21 | -23% | -16% | -1% | -9% | ? | 26%
Cc1ccc2c(c1)C(=O)CC1(CCC(C(C)(C)C)CC1)O2 (stereo unspecified) | 18% | 6% | 1% | 15% | 61%[activator] | -21%
CN(C)C(=O)NC(O)C(Cl)Cl (stereo unspecified) | -6% | . | 3% | . | -30% | .
Cc1cc(C)nc(-n2nc(C)cc2Nc2ccccc2)n1 | -6% | -12% | 1% | 10µM* | . | 8.3µM*
COc1cccc(-n2c(C)nc3c(cnn3-c3ccc(C)cc3)c2=O)c1 | 4% | 0% | 8% | ? | ? | ?
COc1ccccc1C(=O)Nc1cc(-c2ccc(C)cc2)no1 | -5%&4% | 0%&3% | 0% | -21% | 49%[activator] | 13%[0.00184 µM]
CN1C2Cc3c(n(C)c4ccccc34)C1CC=C2CO (stereo unspecified) | -31% | -2% | . | 4% | -29% | 43%[activator]
CC(C)C[C@H](NC(=O)c1nc[nH]c1C(=O)N[C@@H](CCCCNC(=O)OC(C)(C)C)C(=O)OC(C)(C)C)C(=O)OCc1ccccc1 | 23% | 7% | -1% | ? | 3.3µM* | ?
COc1cc(C(=O)NC2CCCNC2)cc(OC)c1OC (stereo unspecified) | 35µM* | 8% | 12% | . | . | .
COc1ccc(C2=NN(CC(=O)Nc3ccccc3C)C(=O)CC2)cc1 | 5% | 4% | -5% | ? | ? | 4.1µM*
COc1ccc(S(=O)(=O)N2CCN(C(=O)c3ccco3)CC2)cc1C(C)(C)C | -9% | 2% | 0% | 10% | -5% | ?
Cc1cc(=O)[nH]c(SCn2nnc3ccccc3c2=O)n1 | 10%[11.4 µM] | -1% | 0% | 6% | 25% | .
COC(=O)c1ccc(-c2ccc([C@H]3[C@H]4C=CC[C@@H](C)[C@@H]4C(=O)N3Cc3ccccc3)c(F)c2)cc1 | -28% | 4% | 6% | 2% | ? | ?
CCOC(=O)c1c2n(c3ccc(O)cc13)CCC2 | -19% | 2% | -2% | ? | 28% | 12%
CCOC(=O)C1(Cc2cccc(OC)c2)CCN(CCO)CC1 | 1% | 1% | 6% | -14% | ? | -1%
O=C(NCCc1nccs1)C1CCC(=O)N(Cc2cccc(C(F)(F)F)c2)C1 (stereo unspecified) | 1% | 3% | -1% | 23% | 23% | ?
CCC(C)n1c(O)c(C=NCCc2ccccc2)c(=O)[nH]c1=S (stereo unspecified) | 17% | -1% | 1% | 3% | 35%[activator] | 12%
Cc1ccc(S(=O)(=O)CCC(=O)OCC(=O)c2cc(C)ccc2C)cc1 | -3% | 3% | . | 34%[activator] | 18% | 6%
O=S1(=O)NC(=NCCOCCO)c2ccccc21 | . | -2% | 0% | 10% | -28% | 6%
CC(=O)c1ccc(NC(=S)N2CCN(C(=S)Nc3ccc(C(C)=O)cc3)C(C)C2)cc1 (stereo unspecified) | 4% | -3% | 9% | -5% | 13% | -14%
O=C(C1CCC1)N1CCc2cc(S(=O)(=O)Nc3ccc4c(c3)OCCO4)ccc21 | 7% | 1% | 3% | ? | 26% | -1%
Cc1cc(C(=O)N2CCc3ccccc32)c2ccccc2n1 | 6% | 0% | 3% | 11% | 15% | -15%
COc1ccccc1CNC(=O)CSc1nc(=O)n(Cc2ccncc2)c2c1CCC2 | 2% | -1% | . | 3% | 15µM* | 12µM*
CC(C)COC(=O)c1ccccc1OC(=O)c1ccncc1 | -2% | 1% | 3% | 14% | 15% | 22%
CCN(C(=O)COC(=O)c1cc(S(=O)(=O)N2CCOCC2)ccc1F)C1CCS(=O)(=O)C1 (stereo unspecified) | 0% | -10% | . | 14% | -5% | ?

# Continuation:
SMILES,Sm TGR block,Tb PYK inh,LmPK inhibitor,HCV inhibitor,Pf growth 96h,Pf growth 48h
Cc1[nH]c(=O)[nH]c(=O)c1N(C)C,-13%,1%,2%,-1%,?,1%
COc1ccc(Cc2c(O)[nH]c(=S)[nH]c2=O)cc1,2%,?,-2%,-7%,0.37µM*,4%
COC(=O)C1=NN(C(=O)c2cccc(Cl)c2)C(O)(C(C)(C)C)C1 (stereo unspecified),0%,-10%,-1%,-17%,39%[activator],11%
Cc1ccc(/C=N/NC(=O)CSc2nc3ccccc3c(=O)n2-c2ccccc2C)s1,3%,-2%,8%,?,12µM*,-30%
CCn1c(=O)c2c(nc3n2CCS3)n(C)c1=O,1%,0%,-1%,-10%,68%[activator],14%
COc1ccc(NS(=O)(=O)c2ccc(-n3nnc4ccccc43)c([N+](=O)[O-])c2)cc1,0%,-8%,2%,5%,-3%,.
COc1ccc(Cc2nc3ccc(C(=O)N(C)CC4COCCO4)cc3o2)cc1 (stereo unspecified),5%,2%,-5%,-14%,16%,?
CCCC(C(=O)NC(C)(C)C)N(CCN1CCOCC1)C(=O)CNS(=O)(=O)c1ccccc1 (stereo unspecified),9%,-4%,-2%,22%,-2%,2%
COc1ccc(NC(=O)CN(C)C(=O)C(NC(=O)c2ccco2)C(C)C)cc1 (stereo unspecified),-3%,-2%,.,22%,4%,1%
C=CCN(CC=C)C(=O)c1c(OC)cccc1OC,-13%,-2%,1%,10%,3%,3%
CC(C)c1ccccc1NC(=O)Nc1ccc2c(c1)OCO2,-14%,7%,-5%,-22%,?,20%
CC(C)(C)S(=O)(=O)/C(C#N)=C/Nc1ccccn1,19%,-3%,-1%,12%,26%,0%
COc1cccc(C(=O)C2CCCN(C(=O)c3ccccc3Cl)C2)c1 (stereo unspecified),2%,0%,3%,?,?,-6%
Cc1ccc(NC(=O)CSc2ccc(-c3cccnc3)nn2)cc1,12%,-5%,-3%,?,?,?
Cc1ccc2c(c1)N(CCCC(=O)Nc1cccc(C(F)(F)F)c1)C(=O)CO2,-12%&-14%,-4%&-4%,4%,?,16%,?
COc1cc(C(=O)NCC(=O)n2nc(C)cc2C)cc(OC)c1OC,0%,9%,1%,6%,.,2%
CC(C)CCSc1nnc(N)s1,1%,8%,4%,7%,66%[activator],?
COc1cc(/C=C/[N+](=O)[O-])ccc1OCc1cccc(C(=O)O)c1,.,?,-15%,-4%,11%,43%[activator]
CC1(C)Oc2ccc(C(=O)N3CCc4ccccc43)cc2N(CC(=O)N2CCCC2)C1=O,-7%,1%,-4%,-7%,?,-28%
Cc1cccc2c1N(CCCOc1ccccc1)C(=O)C2=O,-35%,-1%,-1%,-19%,-22%,-5%
COc1ccc(NC(=O)c2nc[nH]c2C(=O)N[C@@H](C)C(=O)OC(C)(C)C)cc1,-6%,-15%,0%,-14%,?,?
O=C(Nc1ccc(Br)cc1F)C1CC(=O)N(C2CCCCC2)C1 (stereo unspecified),3%,-6%,3%,16%,28%,?
CCOc1cc(N2CCOCC2)c(OCC)cc1NC(=O)C1CC(=O)N(c2ccc(C)cc2)C1 (stereo unspecified),0%,-1%,.,4%,-21%,?
O=C1NC(=O)C(=Cc2cccc(OCCOc3ccccc3)c2)C(=O)N1,11µM*,?,1%,0%,2%,200%[activator]
COc1ccc(-c2nc(CN3CCN(c4cc(C)nc(C)c4)CC3)c(C)o2)c2ccccc12,11%,-3%,1%,?,?,38%[activator]
O=C(C1CCC(CNc2c(N3CCCCC3)c(=O)c2=O)CC1)N1CCCC1 (stereo unspecified),8%,0%,3%,15%,-1%,-4%
COc1cc(NC(=O)COC(=O)c2cnccn2)c(C)cc1[N+](=O)[O-],-29%,1%,4%,?,62%[activator],13%
COc1ccc(-c2nn(-c3ccccc3)cc2/C=C/C(=O)N2CCOCC2)cc1OC,-7%,-3%,-1%,-18%,?,?
O=C(NCc1ccccc1CN1CCCC1)C1CCN(S(=O)(=O)c2ccc(Cl)cc2)CC1,-19%,1%,.,?,?,?
Cc1ccc(C2CC(=O)c3cnn(-c4nc(C)cc(C)n4)c3C2)cc1 (stereo unspecified),-10%,0%,-2%,-11%,?,-5%
CCN(CC)C(=O)c1nc[nH]c1C(=O)N1CCN(c2ccccc2)CC1,-14%,1%,.,1%,23%,46%[activator]
O=C(Nc1cccc(Br)c1)c1ccc(Cl)c(S(=O)(=O)N2CCOCC2)c1,2%,6%,1%,4µM*,-3%,6.6µM*

# Compound activity as filed in PubChem.
